# MsrA inhibitor: bovine MsrA enzyme inhibitors, primary screen, biochemical, absorbance, HTS; Methionine sulfoxide reductase A (Bos taurus); purified bovine MsrA, absorbance read-out; inhibition, % at 15.5 µM; 360,000 compounds, 0.75% hits; in the data active = inhibition above about 4.5%;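 note: 0% = vehicle wells with enzyme and 100% = reference inhibitor wells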
# Rin1-Abl PPI inh: inhibitors of Rin1-Abl protein binding, primary screen, biochemical, TR-FRET. Tyrosine-protein kinase ABL1 (Homo sapiens) + Ras and Rab interactor 1 (Homo sapiens), …. 360,000 compounds, 0.4% hits. inhibition, % at 7.35 µM; in the data active = inhibition above about 5%, passing the limit was not always enough
# Target sequence (P00519 whole entry, looked up): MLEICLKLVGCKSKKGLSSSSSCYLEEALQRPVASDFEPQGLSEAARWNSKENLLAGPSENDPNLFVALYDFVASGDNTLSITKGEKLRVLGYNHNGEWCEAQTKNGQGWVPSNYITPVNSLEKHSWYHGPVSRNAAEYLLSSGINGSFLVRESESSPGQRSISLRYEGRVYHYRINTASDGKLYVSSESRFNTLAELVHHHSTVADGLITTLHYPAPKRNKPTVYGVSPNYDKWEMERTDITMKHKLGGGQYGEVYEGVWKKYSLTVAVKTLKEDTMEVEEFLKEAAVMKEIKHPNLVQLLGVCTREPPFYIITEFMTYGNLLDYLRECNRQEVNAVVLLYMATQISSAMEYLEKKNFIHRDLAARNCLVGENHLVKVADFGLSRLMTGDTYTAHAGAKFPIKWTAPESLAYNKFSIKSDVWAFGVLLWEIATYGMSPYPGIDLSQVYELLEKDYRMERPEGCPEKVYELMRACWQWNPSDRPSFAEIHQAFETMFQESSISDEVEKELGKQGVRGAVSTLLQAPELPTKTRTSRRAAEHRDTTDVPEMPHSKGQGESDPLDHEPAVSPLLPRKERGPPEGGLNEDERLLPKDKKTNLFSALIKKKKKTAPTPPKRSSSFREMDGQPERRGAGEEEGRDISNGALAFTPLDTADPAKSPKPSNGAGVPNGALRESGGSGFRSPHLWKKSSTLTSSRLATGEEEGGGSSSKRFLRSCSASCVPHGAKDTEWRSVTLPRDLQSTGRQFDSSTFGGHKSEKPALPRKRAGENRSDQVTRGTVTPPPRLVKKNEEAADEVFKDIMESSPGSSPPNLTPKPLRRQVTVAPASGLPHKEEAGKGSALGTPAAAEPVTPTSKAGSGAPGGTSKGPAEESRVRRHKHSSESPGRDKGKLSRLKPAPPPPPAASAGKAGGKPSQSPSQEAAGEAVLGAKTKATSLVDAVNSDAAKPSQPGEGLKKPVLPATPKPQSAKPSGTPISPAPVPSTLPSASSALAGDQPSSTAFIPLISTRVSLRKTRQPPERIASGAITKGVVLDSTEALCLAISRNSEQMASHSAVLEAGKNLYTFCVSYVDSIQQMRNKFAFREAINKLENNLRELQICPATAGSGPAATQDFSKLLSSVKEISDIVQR
# Target sequence (Q13671 whole entry, looked up): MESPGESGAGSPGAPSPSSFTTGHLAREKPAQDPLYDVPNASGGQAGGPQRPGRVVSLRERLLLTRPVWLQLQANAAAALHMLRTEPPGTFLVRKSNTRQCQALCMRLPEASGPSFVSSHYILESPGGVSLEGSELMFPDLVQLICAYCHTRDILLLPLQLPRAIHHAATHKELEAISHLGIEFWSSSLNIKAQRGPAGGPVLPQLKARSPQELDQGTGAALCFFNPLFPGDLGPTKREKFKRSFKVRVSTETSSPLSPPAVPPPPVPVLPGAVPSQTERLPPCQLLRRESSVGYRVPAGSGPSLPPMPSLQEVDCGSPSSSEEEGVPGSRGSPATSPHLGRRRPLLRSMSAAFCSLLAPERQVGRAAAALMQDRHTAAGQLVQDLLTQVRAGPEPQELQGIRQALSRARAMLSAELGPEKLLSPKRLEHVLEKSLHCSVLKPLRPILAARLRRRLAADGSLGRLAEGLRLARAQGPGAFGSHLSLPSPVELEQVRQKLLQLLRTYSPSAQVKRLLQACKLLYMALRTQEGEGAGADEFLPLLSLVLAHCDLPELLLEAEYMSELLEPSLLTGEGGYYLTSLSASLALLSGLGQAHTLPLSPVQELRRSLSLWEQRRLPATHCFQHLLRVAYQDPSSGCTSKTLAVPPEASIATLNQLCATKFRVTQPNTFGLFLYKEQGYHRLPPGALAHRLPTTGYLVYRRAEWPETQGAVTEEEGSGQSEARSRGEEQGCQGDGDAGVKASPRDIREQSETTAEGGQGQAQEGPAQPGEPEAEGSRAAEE
# MT1-MMP act inh: blockers of MT1-MMP proenzyme processing, primary screen, HT1080 RFP-PRO-GFP cells, GFP/RFP fluorescence. Matrix metalloproteinase-14 (Homo sapiens), P50281. GFP/RFP ratio fluorescence, overnight; percent of plate control window, DMSO zero. GFP/RFP ratio change, % at 20 µM. 360,000 compounds, 0.061% hits. AID 651647, 2012;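 active = GFP/RFP ratio change of at least 30% with cell ATP level not reduced by more than half and red fluorescence within 50% of control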; note: strong numbers were not always called active
#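 Assay system: RFP-PRO-GFP reporter HT1080 cells; read-out basis: GFP/RFP fluorescence ratio; benchmarks: DMSO wells and RFP-L50D-GFP cells; doses: 20 µM single dose, 1% DMSO; schedule: overnight cell settling, then overnight compound exposure, 37 °C, 5% CO2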
# CSN deneddyl inh: inhibitors of CSN-mediated cullin deneddylation, primary screen, biochemical, fluorescence polarization, uHTS. 360,000 compounds, 0.38% hits. inhibition, % at 12.5 µM. AID 651999, 2013. Purified CSN, SCF-Nedd8-OG deneddylation. COP9 signalosome complex subunit 5 (Homo sapiens), Q92905;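 active = pattern-corrected inhibition above about 35%, with an unprinted fluorescence ratio check between 0.5 and 1.5, limit read from the data, passing the limit was not always enough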;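 note: 0% = enzyme with substrate and 100% = substrate without enzyme; some results filed as inactive read as strong as hits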
#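 Assay system: purified human Csn5 enzyme expressed in HEK293T cells; Input: 0.24 nM Csn5 enzyme, final concentration; Reagent: 10 nM SCFSkp2-Nedd8OG; Compound dosing: 12.5 µM single point; Times: reaction 90 min, room temperature; Technique: fluorescence polarization readout.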
# FAS-TE inh: FAS thioesterase domain inhibitors, primary screen, biochemical, fluorescence intensity, uHTS. recombinant FAS-TE, OMFH fluorogenic substrate, fluorescence endpoint. inhibition, % at 15 µM. 360,000 compounds, 0.67% hits. Fatty acid synthase (Homo sapiens), P49327;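 active = compounds whose normalised, plate-corrected inhibition of enzyme fluorescence in the single-dose primary screen is 50% or more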;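 note: 0% = DMSO with enzyme and 100% = substrate without enzyme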
# bovine MsrA act: bovine MsrA enzyme activators, primary screen, biochemical, absorbance, HTS. activation, % at 10.6 µM. 360,000 compounds, 0.3% hits. Methionine sulfoxide reductase A (Bos taurus). purified bovine MsrA, absorbance read-out. AID 602163, 2012; in the data active = activation above about 7.5%;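 note: 0% = vehicle and 100% = reference activator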
# MLLE-PAM2 inh: inhibitors of PABP1 MLLE–PAM2 peptide binding, primary screen, biochemical, fluorescence polarization, FITC-PAM2, GST-MLLE. Polyadenylate-binding protein 1 (Homo sapiens), P11940. inhibition, % at 20 µM. 360,000 compounds, 0.36% hits; in the data active = inhibition above about 35%, passing the limit was not always enough;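 note: plate controls were DMSO wells with GST-MLLE for no effect and wells lacking GST-MLLE protein for full effect; some results filed as inactive read as strong as hits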
# eLon inh: inhibitors of E. coli Lon protease, primary screen, biochemical, fluorescence polarization; P0A9M0; purified E. coli Lon protease; inhibition, % at 7.94 µM; 360,000 compounds, 0.42% hits; AID 602123, 2011; in the data active = inhibition above about 13%, passing the limit was not always enough;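 note: 0% = enzyme with probe and DMSO and 100% = no enzyme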
# Rpn11 block: Rpn11 (PSMD14) deubiquitinase inhibitors, primary screen, biochemical, fluorescence polarization, uHTS; AID 588493, 2011; human 26S proteasome, Ub4-pepOG fluorescence polarization; 20S core pre-blocked with epoxomicin; calls only at 20 µM; 26S proteasome non-ATPase regulatory subunit 14 (Homo sapiens), O00487; 360,000 compounds, 0.59% hits;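 active = inhibition at 20 µM, scaled to each plate's controls, above about 33%, limit read from the data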
# Numbers without * were called inactive; i = inactive; . = not tested or not shown.
SMILES,MsrA inhibitor,Rin1-Abl PPI inh,MT1-MMP act inh,CSN deneddyl inh,FAS-TE inh,bovine MsrA act,MLLE-PAM2 inh,eLon inh,Rpn11 block
O=C1NC[C@H](Cc2ccccc2)N(CCc2cc(C(F)(F)F)cc(C(F)(F)F)c2)C1=O,-0.6,.,8,-1,7,-5,.,-6,.
Cc1cccc2cc3c(N)c(C(=O)N4CCc5ccccc54)sc3nc12,0.5,-1,-153,19,-25,-8,22,-42,i
CC1(C)C(c2ccco2)=[N+]([O-])C2(CCCCC2=O)N1O (configuration not stated),0.1,1,2,5,-5,-1,6,-6,i
CN(C)C(CNC(=S)Nc1cccc(Cl)c1)c1ccccc1 (configuration not stated),0.7,3,6,17,-1,-3,29,2,i
O=C(c1cnn2c(C(F)F)cc(-c3ccccc3)nc12)N1CCc2ccccc2C1,-0.3,-1,-4,-1,27,-2,3,-2,i
O=C(N/N=C/c1cc([N+](=O)[O-])ccc1O)c1ccc2c(c1)OCCO2,2.5,-1,3,-4,33,-1,-6,1,i
COc1ccccc1CCc1nnc(CCC(=O)NCC2CCCO2)o1 (configuration not stated),-0.6,1,-1,-2,-2,0,-2,-4,i
CC(C)(C)NC(=O)CSc1nnc(NC(=O)CCc2ccccc2)s1,0.6,0,0,2,-3,-9,6,-9,i
N#C/C(=C1\C(=O)Nc2c(Cl)cc(Cl)cc21)c1nnc2n1CCCCC2,-1.1,-3,0,3,-8,-2,10,-2,i
CCC1=C2CC[C@H]3C(=O)N(c4ccccc4)C(=O)[C@H]3[C@H]2[C@@]2(C)C(=NCC(=O)OC)OC(=O)N2C1=O,-0.3,3,5,-2,-3,-8,-11,4,i
CC(c1ccccc1C(O)c1ccccc1)N(C)C (configuration not stated),-0.7,5,0,-3,-6,-1,-1,-3,i
CN(Cc1ncc[nH]1)Cc1cn(-c2ccccc2)nc1-c1ccc2c(c1)OCO2,-0.2,-2,5,1,-5,-5,-14,-9,i
COc1ccccc1C1CC(=O)Oc2cc(O)ccc21 (configuration not stated),1.7,-3,3,4,-10,0,4,0,i
C=CCSc1nc2ccccc2[nH]1,-0.9,4,3,5,-8,-9,-4,-13,i
Cc1ccc(C(C)C)c(OCCN(C)C)c1,-0.7,2,-1,-1,-3,4,6,3,i
Cc1cccc(N2N=C(C(=O)Nc3ccc(Cl)c(S(=O)(=O)N4CCOCC4)c3)CCC2=O)c1,1.3,5,4,0,13,-10,-11,0,i
COc1ccc(-n2nc3c(N4CCC(C(=O)NCCc5ccccc5C)CC4)nnc(C)c3c2C)cc1,.,-2,4,-2,8,-2,-9,6,i
Nc1nnc(SCc2ccc(Cl)cc2)s1,-0.3,0,8,-6,-1,0,7,4,i
O=[N+]([O-])c1ccc(S(=O)(=O)NN=CCCc2ccccc2)cc1,0.8,2,-1,1,45,-7,14,1,i
CCCOc1ccc(-c2c(C(=O)N/N=C(\C)c3ccco3)nnn2-c2nonc2N)cc1,1.4,0,4,0,-3,-1,-11,19,i
CC(C)(O)C#Cc1ccc(C(=O)N2CCC(C(N)=O)(N3CCCCC3)CC2)cc1,-0.6,1,-4,-2,2,-2,-2,-5,i
N#Cc1c(-c2ccc(C(F)(F)F)cc2)cc(-c2ccccc2)[nH]c1=S,1.2,-2,5,1,3,0,-6,-12,i
Cc1cc(C(=O)NCc2cccs2)ccc1[N+](=O)[O-],-1.1,-1,0,4,7,-3,12,-2,i
C=CCNC(=S)NN=C1CCCCCCC1,-1.1,-1,-3,-1,-3,-1,12,2,i
O=C(CSc1ccccn1)Nc1ccc2c(c1)OCO2,-0.6,-1,-2,3,-3,-2,3,7,i
O=C(CC1C(=O)NCCN1Cc1ccc(-c2ccccc2)cc1)NCC1CCOCC1 (configuration not stated),0.8,-2,-3,-4,-3,-2,13,-7,i
CCCS(=O)(=O)NC(=O)C1(C)CCN(C(=O)c2cc(OC)c(OC)c(OC)c2)C1 (configuration not stated),0.3,1,27,-3,-5,0,5,-10,i
CCN(CC)c1ccc(N=C2C=CC(=O)C=C2NC(C)=O)cc1,0.8,5,-18,3,-4,-1,11,38*,i
Cc1cc(F)ccc1NC(=S)NC1CCCC1,-0.6,2,-1,-2,-4,-1,14,-7,i
CCOC(=O)c1cnn(CCOC(=O)c2ccccc2F)c1NC(=O)c1ccccc1F,0.3,-4,-6,4,0,-7,-6,-4,i
COc1ccc(CNC(=S)Nc2ccccc2C)cc1,-0.1,1,1,1,-1,-2,-6,0,i
CCOc1ncccc1C(=O)Nc1ccc(F)cc1,0.1,-5,-3,0,1,-2,-3,-5,i
C(=N\Nc1nc2ccccc2[nH]1)/c1cccc2cccnc12,1.3,0,16,7,-11,-3,-86,8,i
CCOC(=O)c1ccc(NCC(O)COc2ccccc2)cc1 (configuration not stated),0.9,1,3,0,4,-5,3,-3,i
CCOC(=O)CCCCCN(Cc1ccccc1)S(=O)(=O)c1ccc([N+](=O)[O-])cc1,3.2,0,1,-2,21,0,2,-6,i
CC(C)COC(=O)N(C)C[C@H]1OCc2cn(nn2)CCCC(=O)N([C@H](C)CO)C[C@@H]1C,0.3,-2,2,-3,1,-8,-5,3,i
COC(=O)c1c(NC(=O)COC(=O)CCNS(=O)(=O)c2ccc(NC(C)=O)cc2)sc(C)c1C,0.3,0,7,-6,6,-1,0,-5,i
COc1ccc(/C=C/C(=O)Nc2ccc(S(=O)(=O)Nc3onc(C)c3C)cc2)cc1OC,4.2,0,0,2,-8,-13,10,0,i
COC(=O)c1c(C)cccc1C1CN=NC12Cc1ccccc1C2=O (configuration not stated),0.3,-1,-7,-2,5,1,3,-6,i
Oc1ccc(C=NN=Cc2ccco2)c(O)c1,4.9*,2,-9,3,-1,-6,-3,-6,i
COCCNC(=O)c1ccc(N2CC3CC(C2)c2cccc(=O)n2C3)c(NC(=O)c2cc(OC)cc(OC)c2)c1 (configuration not stated),1.2,-4,-1,-2,-3,-5,2,3,i
CCN(CC)Cc1cc(C(=O)O)c(C)o1,1.5,0,3,5,-5,-3,-6,-3,i
CCN1C(=O)[C@H]2[C@@H](c3ccc(C)cc3)N3C(=O)N(c4ccc(C(F)(F)F)cc4)C(=O)[C@@]3(CC(C)C)[C@H]2C1=O,0.4,2,-3,-4,41,-3,-2,-4,i
OC(c1cccc(Cl)c1)c1nc(-c2ccc(F)c(Cl)c2)cs1 (configuration not stated),-1.4,-3,4,0,33,-4,-5,-3,i
CC(=O)c1ccc(Nc2cc(C)nc3nc(C)nn23)cc1,2.5,-4,0,-8,-1,-2,17,-1,i
Cc1c(OCc2nn[nH]n2)ccc2c3c(c(=O)oc12)CCCC3,0.9,-4,-1,0,-5,-3,-7,-5,i
CN(C)c1cncc(C(=O)O)c1,-1.1,0,3,1,-7,-3,13,9,i
COc1ccc([C@@H]2[C@@H]3C(=O)N(C(C)(C)C)C(=O)[C@@H]3[C@]3(Cc4ccc(Cl)cc4)C(=O)N(c4ccc(Br)cc4)C(=O)N23)cc1,0.5,0,-4,-4,88*,-3,3,0,i
Cc1ccc(C)c(CN2CCC(CNC(=O)Nc3ccc(C)c(F)c3)CC2)c1,-0.2,4,-1,5,4,-1,-1,3,i
O=C(Cc1ccccc1)Nc1c(C(=O)N2CCOCC2)cnn1-c1ccccc1,0.4,0,-8,4,-4,-1,12,15,i
O=C(CNC(=O)c1ccco1)NCC(=O)OCc1ccc(Cl)cc1Cl,0.9,2,1,-1,-2,-2,4,-8,i
O=C(CN1C(=O)NC2(CCCC2)C1=O)Nc1ccccc1F,2.0,-1,9,0,-8,0,3,3,i
COc1ccc(/C=N/OCC(=O)Nc2nc3ccccc3s2)cc1,-1.2,3,3,-3,-8,-3,2,6,i
CCCN(C(=O)COC(=O)CSc1ccc(C(N)=O)cc1[N+](=O)[O-])C1CCS(=O)(=O)C1 (configuration not stated),-0.4,-1,0,1,5,-8,8,8,i
CCCCC(=O)N(C)c1c(C)nc2ccc(C(=O)NCCOc3ccc(OC)cc3)cn12,-1.0,-2,-2,-1,-6,-1,14,0,i
O=C(Cn1cnc2c(OCc3ccccc3)ncnc21)NCCc1c[nH]c2ccccc12,1.4,-1,-1,4,-3,-7,-11,-5,i
Cc1ccccc1CSc1nnc(-c2ccccn2)n1C,-1.4,3,0,0,-3,-1,2,-7,i
Fc1ccccc1-c1nc(-c2ccc(Br)o2)no1,-0.5,2,-2,4,9,-5,3,-2,i
Cc1cc(NC(=O)Cn2nnc3sc4c(c3c2=O)CCCC4)no1,-0.6,2,-4,7,5,-3,-3,-3,i
CCSc1nnc(NC(=O)CSc2nc3c(c(=O)n2CCOC)SC(C)C3)s1 (configuration not stated),0.5,0,-6,3,-1,-3,-2,-4,i

# The results go on.
SMILES,MsrA inhibitor,Rin1-Abl PPI inh,MT1-MMP act inh,CSN deneddyl inh,FAS-TE inh,bovine MsrA act,MLLE-PAM2 inh,eLon inh,Rpn11 block
C=CC[C@H]1CC(Cc2ccccc2)=C[C@H](CC=C)N1,-0.6,0,-5,4,-6,-1,-1,10,i
CC(=O)NNc1cc(C)nc(N)n1,-1.1,2,1,-3,-3,-3,2,-8,i
CCCCC(=O)N/N=C/c1ccc(N2CCOCC2)c([N+](=O)[O-])c1,2.3,-7,1,-3,-4,-2,17,-1,i
O=C(CCCN1C(=O)C(c2ccccc2)Oc2cccnc21)NCc1ccccc1Cl (configuration not stated),0.9,-1,-2,-2,11,-1,0,-1,i
COc1ccsc1C(=O)NCCN1CCOCC1,-0.1,-1,0,4,-4,-4,-3,-1,i
CCOC(=O)C1=C(C)NC(=O)NC1c1ccco1 (configuration not stated),-0.4,-2,0,3,-9,-6,-2,-6,i
Cc1cccc(N2CCN(S(=O)(=O)c3ccc4c(c3)CCN4C(=O)CCC(=O)O)CC2)c1C,-1.1,-1,-3,6,22,-3,-4,-2,i
COc1ccc(Cl)cc1NC(=O)C(C)N1CCN(c2ccccn2)CC1 (configuration not stated),0.0,4,0,0,12,-5,2,9,i
